# High-throughput results from PubChem BioAssay.
# D2 antag: antagonizes the human D2 dopamine receptor; 2% of 340,000 active; inhibition, % at 10 µM; AID 485344; HEK293 TREx D2 cells, calcium flux, dopamine EC80; P14416; in the data active means inhibition above about 30%; further: 0% is about no effect
#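 Read-out: kinetic calcium fluorescence (1 cycle/s) in inducible HEK293 T-REx D2 cells after an EC80 dopamine addition that followed 180 s compound preincubation. Loss of the dopamine response indicates antagonism.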
# TrxR1 substrate: is turned over as a substrate by rat TrxR1; Potency, µM (doses to about 114 µM), without a hit: at the top dose activity change, negative = substrate turnover; purified TrxR1 substrate turnover, NADPH consumption readout; 0.01% of 390,000 active; O89049; further: potency means the concentration at half of the fitted maximal effect; on the % scale 0 is the no-effect control and ±100 the full control effect; nearly all actives have a fitted effect of over 50% in size
#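 Rat TrxR1, dispensed at 90 nM, was prereduced with 400 uM NADPH (final) for 5 min at ~22 deg C, then incubated with compound 15 min before 400 uM selenite. A first-read NADPH fluorescence drop versus no-compound background flagged substrates.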
# TRHR enhancer: allosteric enhancers of human TRH receptor | P34981 | TRHR cells, fluo-8 calcium fluorescence, EC20 TRH enhancement | enhancement, % at 2 µM | 0.66% of 360,000 active; in the data active means enhancement above about 30%; further: 0% is about no effect
#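 TRHR-expressing cells loaded with fluo-8 calcium dye were read kinetically (ex 480/em 530) during compound addition, then stimulated with an EC20 of TRH (10 nM final). Enhancement of the Gq-mediated intracellular calcium response was scored.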
# D2 agonist: agonists of human D2 dopamine receptor; P14416; HEK293 T-REx D2 cells, calcium flux agonist mode; activation, % at 2 µM; 0.53% of 340,000 active; AID 485358;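 active means activation over 3 SD above normal in the single-dose calcium agonist read, cut at about 30% in these data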; further: 0% is about no effect
#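 Tetracycline-induced HEK293 T-REx cells with force-coupled D2 receptor, plated overnight at 30 C, loaded with no-wash calcium dye. After a 10 s baseline, compound was pin-added and calcium flux read kinetically for 180 s; calcium rises flagged agonists.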
# rTrxR1 inhibitor: blocks rat thioredoxin reductase 1. recombinant rTrxR1, NADPH fluorescence consumption, selenite substrate. 1% of 390,000 active. O89049. Potency, µM (series often up to 114 µM), for the others: top-dose activity change, negative = inhibition, hits mostly inhibitors. AID 588453; further: potency means the concentration at half of the fitted maximal effect; on the % scale 0 is the no-effect control and ±100 the full control effect; nearly all actives have a fitted effect of over 65% in size
#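 Rat TrxR1 (90 nM in the dispensed reagent) was pre-reduced with 400 uM NADPH for 5 min at room temperature, then incubated with compound for 15 min. After 400 uM selenite was added, NADPH fluorescence (Ex 340/Em 450 nm) was followed for 8 min.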
# TRHR agonist: TRH receptor (human) agonism | P34981 | TRHR cells, calcium flux fluo-8, FDSS agonist mode | activation, % at 2 µM | 0.18% of 360,000 active; in the data active means activation above about 30%; further: 0% is about no effect
#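 Fluo-8-loaded TRHR cells; 10 s baseline, compound added, kinetic Ca2+ fluorescence read 1/s, agonist mode.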
# mIDH1 inhibitor: inhibitors of human mutant IDH1 R132H | O75874 | IDH1-R132H enzyme, NADPH consumption, diaphorase/resazurin fluorescence | Potency, µM (series often up to 76.6 µM), for inactives: at the highest dose activity change, negative = inhibition, usual class: inhibitors | 0.093% of 390,000 active; further: potency means the concentration at half of the fitted maximal effect; on the % scale 0 is the no-effect control and ±100 the full control effect; nearly all actives have a fitted effect of over 65% in size
#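 IDH1-R132H (0.5 ug/mL) preincubated 30 min with compound, then NADPH (0.016 mM) and alpha-KG (2 mM) added; 80 min at RT, pH 7.5. Remaining NADPH coupled via diaphorase/resazurin to fluorescence (540/590 nm); concentration-response curves normalized to no-enzyme control.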
# USP1-UAF1 inh: blocks the human USP1/UAF1 deubiquitinase complex | O94782 | recombinant USP1/UAF1, Ub-Rhodamine cleavage fluorescence | Potency, µM (titrated, usually from 57.1 µM), inactives show top-dose activity change, negative = inhibition, hits mostly inhibitors | 0.23% of 390,000 active | AID 743255; further: potency means the concentration at half of the fitted maximal effect; on the % scale 0 is the no-effect control and ±100 the full control effect; nearly all actives have a fitted effect of over 60% in size; inactives centre near -12
# Target sequence (O94782 whole entry, looked up): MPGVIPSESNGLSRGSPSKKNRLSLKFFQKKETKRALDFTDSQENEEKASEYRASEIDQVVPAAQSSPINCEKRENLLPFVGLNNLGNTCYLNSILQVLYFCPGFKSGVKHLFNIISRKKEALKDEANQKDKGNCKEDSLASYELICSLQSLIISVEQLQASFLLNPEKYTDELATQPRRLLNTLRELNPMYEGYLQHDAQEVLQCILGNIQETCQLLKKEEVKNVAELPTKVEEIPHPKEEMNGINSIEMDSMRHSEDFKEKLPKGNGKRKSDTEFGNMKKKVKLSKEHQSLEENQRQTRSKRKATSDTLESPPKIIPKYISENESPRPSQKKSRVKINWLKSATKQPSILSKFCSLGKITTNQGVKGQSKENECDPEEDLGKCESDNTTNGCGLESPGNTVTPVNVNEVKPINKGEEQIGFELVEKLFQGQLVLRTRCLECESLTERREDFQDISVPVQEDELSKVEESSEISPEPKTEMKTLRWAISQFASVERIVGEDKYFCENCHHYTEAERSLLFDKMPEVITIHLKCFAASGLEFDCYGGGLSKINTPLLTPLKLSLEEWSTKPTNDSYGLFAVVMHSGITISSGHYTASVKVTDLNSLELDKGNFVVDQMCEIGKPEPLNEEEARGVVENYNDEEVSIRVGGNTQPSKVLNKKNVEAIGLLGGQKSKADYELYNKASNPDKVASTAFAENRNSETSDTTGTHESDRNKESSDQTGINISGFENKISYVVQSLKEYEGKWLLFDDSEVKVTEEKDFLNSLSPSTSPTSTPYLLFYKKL
#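 High-throughput fluorogenic screen: 1nM USP1/UAF1 complex, Ub-Rho substrate 150nM final, 50mM HEPES pH 7.8 with 0.5mM EDTA, 0.1 mg/ml BSA, 1mM TCEP and 0.01% Tween-20.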
# Pin1 inh: human Pin1 inhibition; Q13526; Pin1 FP peptide displacement, HiFluor488, 10 min; Potency, µM (series often up to 115 µM), for the others: at the highest dose activity, negative = inhibition, actives largely listed as inhibitors; 0.009% of 390,000 active; AID 504891; active means well fitted inhibition curve with a large enough effect in the polarisation, with a control signal flat, not every such curve was filed as active; inconclusive means small, poorly fitted or top-dose-only effect, or effect the other way, or a change in a side signal; inactive means no such curve, though single readings can be large or run the other way; the % refers to the polarisation; further: potency means the concentration at half of the fitted maximal effect; on the % scale 0 is the no-effect control and ±100 the full control effect
# Target sequence (Q13526 whole entry, looked up): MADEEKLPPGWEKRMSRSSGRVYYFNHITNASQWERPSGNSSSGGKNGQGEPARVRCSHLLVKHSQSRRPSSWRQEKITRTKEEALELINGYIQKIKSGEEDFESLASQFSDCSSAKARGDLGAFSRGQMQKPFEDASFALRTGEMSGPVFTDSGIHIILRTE
# The depositor's hits bear a star; ? = inconclusive; / = no result given; [ ] = dose if it differs, or a comment. Unless noted, the call rests on the fitted dose curve; in most records, active means well fitted inhibition curve with a large enough effect; inconclusive means small, poorly fitted or top-dose-only effect; inactive means no such curve, though single readings can be large or run the other way. This is a subset; rates above refer to the full screens.
entry	molecule	D2 antag	TrxR1 substrate	TRHR enhancer	D2 agonist	rTrxR1 inhibitor
1	COC(=O)c1c(N)n(-c2cc(Cl)cc(Cl)c2)c2nc3ccccc3nc12	/	16.2%	0.8	/	21.4%
2	OC1CNCc2cc3c(cc21)OCCO3 (stereo not drawn)	1.6	/	13.3	-2.5	/
3	CC1C(=O)N2CCCc3cc(NC(=O)C(=O)NCc4ccc5c(c4)OCO5)cc1c32 (stereo not drawn)	-5.6	-6.1%	-4.5	-0.2	-11.8%
4	CCOC(=O)CCc1c(C)c2ccc(OCc3nn[nH]n3)c(C)c2oc1=O	1.7	405.5%[activator]	2.0	-0.6	4.1%
5	O=C(COC(=O)CSc1cccc2cccc(Cl)c12)Nc1ncc(C(F)(F)F)cc1Cl	15.9	-9.4%	-9.4	-0.4	-19.2%
6	CC(C)CCNC(=O)C1CCN(C(=O)c2cc3sccc3n2Cc2ccc(Cl)cc2)CC1	/	1.1%	-3.7	0.3	7.6%
7	COc1cc2ccccc2cc1C(=O)N(CCN(C)C)c1nc2c(C)cccc2s1	13.4	0.1%	-5.2	18.0	-4.6%
8	COc1cc(C2Nc3ccccc3C(=O)N2c2ccc3c(c2)OCCO3)ccc1OCC(C)C (stereo not drawn)	2.3	64.4%[activator]	5.3	0.2	39.7%
9	CC(C)CC(=O)NCC(c1ccc2c(c1)OCO2)N1CCN(c2ccccc2)CC1 (stereo not drawn)	/	2.5%[57.1 µM]	-9.3	0.1	18.2%[57.1 µM]
10	CCOc1cc2[nH]c(=O)n(Cc3ccc(C(=O)NCCOC)cc3)c(=O)c2cc1OCC	11.6	10.9%	-11.8	-0.9	26.0%
11	COc1cc(-c2c(-c3ccc4c(c3)OCO4)noc2-c2ccsc2)ccc1F	25.2	9.7%[57.1 µM]	8.3	0.2	15.8%[57.1 µM]
12	CC1CCCCN1S(=O)(=O)c1ccccc1[N+](=O)[O-] (stereo not drawn)	-7.5	-7.2%	-0.7	0.0	4.9%
13	O=C(NCCN1CCN(Cc2ccc([N+](=O)[O-])cc2)CC1)C(=O)Nc1ccccc1	-3.1	-5.9%	2.2	0.3	12.1%
14	COc1ccc(N=CC2=C(O)c3ccccc3C2=O)cc1	-4.0	1.7%	-6.0	-0.3	-4.3%
15	Cc1cc(C)c2nc(-c3ccccn3)cc(C(=O)Nn3cnnc3)c2c1	-28.4	-2.1%[57.1 µM]	2.6	-0.7	20.0%[57.1 µM]

entry	TRHR agonist	mIDH1 inhibitor	USP1-UAF1 inh	Pin1 inh
1	-0.1	-10.1%	-17.3%	-5.1%
2	0.3	/	/	/
3	-0.2	10.1%	-14.0%	0.7%
4	0.6	-1.1%	-9.7%	-0.1%
5	-1.0	-5.3%	-7.2%	13.9%
6	0.9	1.8%	-13.6%	13.6%
7	-0.1	0.0%	-23.2%	1.3%
8	0.1	5.5%	-28.7%	3.8%
9	0.1	-6.6%	-21.5%	-1.2%
10	0.2	5.3%	?	8.5%
11	2.5	-3.0%	-24.7%	8.5%
12	-1.3	4.1%	-6.7%	-1.0%
13	0.9	1.1%	?	-11.2%
14	0.7	5.6%	-5.3%	5.1%
15	-1.7	5.2%	-11.2%	-2.4%

# Compound profiles (already shown). Screens in order: D2 antag	TrxR1 substrate	TRHR enhancer	D2 agonist	rTrxR1 inhibitor	TRHR agonist	mIDH1 inhibitor	USP1-UAF1 inh	Pin1 inh
# Listed for `CC1CCCCN1S(=O)(=O)c1ccccc1[N+](=O)[O-]` (stereo not drawn) → -7.5	-7.2%	-0.7	0.0	4.9%	-1.3	4.1%	-6.7%	-1.0%
# Listed for `O=C(NCCN1CCN(Cc2ccc([N+](=O)[O-])cc2)CC1)C(=O)Nc1ccccc1` → -3.1	-5.9%	2.2	0.3	12.1%	0.9	1.1%	?	-11.2%

# Of the compounds above, these have an NH in an aromatic ring:
entry	molecule	D2 antag	TrxR1 substrate	TRHR enhancer	D2 agonist	rTrxR1 inhibitor
4	CCOC(=O)CCc1c(C)c2ccc(OCc3nn[nH]n3)c(C)c2oc1=O	1.7	405.5%[activator]	2.0	-0.6	4.1%
10	CCOc1cc2[nH]c(=O)n(Cc3ccc(C(=O)NCCOC)cc3)c(=O)c2cc1OCC	11.6	10.9%	-11.8	-0.9	26.0%

entry	TRHR agonist	mIDH1 inhibitor	USP1-UAF1 inh	Pin1 inh
4	0.6	-1.1%	-9.7%	-0.1%
10	0.2	5.3%	?	8.5%

# Next part:
entry	molecule	D2 antag	TrxR1 substrate	TRHR enhancer	D2 agonist	rTrxR1 inhibitor
16	O=C(CSc1nnnn1-c1cccc2c1CCCC2)N1CCCC1	-25.7	3.3%	6.8	-2.5	17.1%
17	C=CCN(CC=C)Cc1c(O)ccc2c(=O)c(-c3ccccc3)coc12	-3.2	79.3%[activator]	0.3	-0.1	?
18	Nc1ccc(C(=O)N/N=C\c2cc(N=Nc3cccc4ccccc34)ccc2O)cc1	-11.1	-3.4%	2.0	0.2	0.8%
19	O=C(Nc1ccc(-c2nc3ncccc3o2)cc1)c1ccco1	-12.9	29.0%	1.2	-0.2	39.8µM*
20	Cc1ccc(C)c(NC(=S)NC(NC(=O)Cc2ccccc2)C(Cl)(Cl)Cl)c1 (stereo not drawn)	-8.5	-0.4%	-4.1	-0.3	13.3%
21	CC(=O)Nc1ccc(Nc2nc3ccccc3nc2NS(=O)(=O)c2ccccc2)cc1	11.4	-11.2%	-3.1	0.3	-14.6%
22	CCCN(C(=O)CCc1ccc(OC)cc1)c1c(N)n(Cc2ccccc2)c(=O)[nH]c1=O	/	4.0%	/	/	7.2%
23	O=C(O)c1cc(NCc2ccccc2C(F)(F)F)ccc1N1CCOCC1	1.8	1.3%	-1.3	-1.0	6.8%
24	Cc1ccc(OCCCCCN2CCOCC2)cc1	/	-1.7%	3.3	/	3.4%[57.1 µM]
25	CC(C)[C@H](NC(=O)OCc1ccccc1)C(=O)NC(C=O)Cc1ccccc1 (stereo partly drawn)	-12.1	9.1%	-7.2	1.6	13.8%
26	Cc1c(NC(=O)CN(c2ccc(F)cc2)S(=O)(=O)c2ccccc2)c(=O)n(-c2ccccc2)n1C	-2.6	4.1%	-0.3	-1.5	12.7%
27	C=CCSc1nc(=O)n2ccc(C)cc2n1	/	-1.8%	-0.8	/	16.8%[0.0914 µM]
28	CC(=O)c1sc(NC(=O)c2c(-c3ccccc3)c(-c3ccccc3)nn(C)c2=O)nc1C	/	-3.2%	-4.2	-0.3	1.2%
29	O=C(CSC1=NNC(c2ccccn2)S1)Nc1cccc(Cl)c1 (stereo not drawn)	1.2	3.4%[57.1 µM]	6.5	0.3	-6.8%[57.1 µM]
30	Cc1ccc2nc(N3CCN(C(=O)c4ccco4)CC3)sc2c1	-5.1	2.2%[57.1 µM]	-1.1	0.5	7.1%[57.1 µM]

entry	TRHR agonist	mIDH1 inhibitor	USP1-UAF1 inh	Pin1 inh
16	-0.5	1.8%	-7.2%	-2.3%
17	-0.3	-4.3%	-19.4%	0.4%
18	-0.6	-8.9%	-23.0%	?
19	0.0	-2.3%	-7.8%	?
20	0.2	3.4%	-2.2%	19.7%
21	-0.1	-0.8%	-16.1%	?
22	/	0.8%	-22.5%	-6.1%
23	-0.4	10.0%	-23.3%	3.5%
24	0.8	4.4%	-7.2%	-3.3%
25	0.6	0.0%	-18.9%	-6.1%
26	0.1	9.4%	-7.6%	0.0%
27	-2.9	-0.1%	-1.6%	?
28	0.2	-23.5%	-5.4%	-5.0%
29	0.0	14.8%	-4.5%	1.2%
30	-0.3	1.1%	-24.8%	-5.3%

# Continued.
entry	molecule	D2 antag	TrxR1 substrate	TRHR enhancer	D2 agonist	rTrxR1 inhibitor
31	COc1ccc(OC)c2sc(NC(=O)C3CC3)nc12	64.9*	6.9%[57.1 µM]	-19.7	0.8	16.7%[57.1 µM]
32	O=C(NCc1ccco1)C12CN(Cc3ccccc3)CC1C(c1ccc([N+](=O)[O-])cc1)=NO2 (stereo not drawn)	-6.2	1.3%	1.7	0.1	-11.2%
33	CCCCCCN1C2=NCCN2c2ccccc21	0.1	5.4%[0.457 µM]	-0.1	-1.9	16.1%
34	O=C(CCc1nc(-c2ccc(Cl)cc2)no1)NC1CCCC1	/	-1.3%	7.0	/	13.7%
35	O=C(C[n+]1cc(-c2ccc(Cl)c(Cl)c2)n2c1CCC2)N1c2ccccc2Sc2ccccc21	12.8	0.1%	-6.6	-1.7	-12.2%
36	Cc1cc(C)n(CCc2nc(-c3ccc(C)o3)cs2)n1	-0.2	10.9%	-3.6	0.3	?
37	Cc1ccc(C(=O)NC2CC3CCCC(C2)N3C(=O)NC2CCCCC2)cc1 (stereo not drawn)	-5.7	/	-2.8	-0.5	/
38	CCOC(=O)c1cc(-c2ccccc2)n(CC(=O)O)c1C	-3.5	-3.9%[57.1 µM]	5.2	-0.8	17.8%[57.1 µM]
39	CN1C(C(=O)NCc2ccccc2)CC2Cn3c(nc4cc(Cl)c(Cl)cc43)C21 (stereo not drawn)	7.7	2.4%	-4.0	0.1	-6.9%
40	COc1cccc(NC(=O)Cn2nc(N3CCN(c4ccccc4)CC3)ccc2=O)c1	/	-0.5%[57.1 µM]	0.5	-0.1	-1.2%[57.1 µM]
41	CC1(C)C(=O)OC(/C=C\c2cccc([N+](=O)[O-])c2)C(C)(C)C1=O (stereo not drawn)	-6.4	-3.3%[57.1 µM]	-6.4	-0.1	-3.4%[57.1 µM]
42	O=C(Nc1ccc(OC(F)(F)F)cc1)c1cnc2n(c1=O)CCS2	-4.0	1.9%	-3.6	0.4	7.0%

entry	TRHR agonist	mIDH1 inhibitor	USP1-UAF1 inh	Pin1 inh
31	-0.3	6.8%	-27.8%	-3.1%
32	-0.2	-5.4%	?	-1.0%
33	0.5	3.1%	-19.1%	0.8%
34	-0.1	-6.6%	-21.2%	0.7%
35	-1.4	5.7%	-7.8%	8.3%
36	0.4	-0.7%	-14.3%	1.3%
37	-1.2	/	/	/
38	-1.1	0.8%	-17.9%	0.5%
39	-0.4	0.4%	-10.3%	4.7%
40	-0.1	4.7%	-18.5%	-2.1%
41	-0.7	19.0%	-24.6%	-2.8%
42	0.2	-3.4%	-17.4%	-6.2%
